# Screens from PubChem.
# Pol beta inh = blocks human DNA polymerase beta activity; Pol beta primer extension/strand displacement, fluorescence kinetic; P06746; AID 485314; Potency, µM (series often up to 114 µM), inactives show at the highest dose activity change, negative = inhibition, most hits filed as inhibitors; 1.3% of 340,000 active; note: potency is the fitted concentration of half-maximal effect; % is set by controls: 0 for no effect and ±100 for the full control effect
#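 Kinetic readout of DNA synthesis with strand displacement by Pol beta. Compound and 10 nM enzyme sit 15 min at room temperature; 50 nM substrate starts the reaction, read immediately and at 10 min.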
# Pol eta inh = blocks human DNA polymerase eta activity | Q9Y253 | recombinant Pol eta, fluorescent DNA replication assay | Potency, µM (titrated, usually from 114 µM), without a hit: at the highest dose activity change, negative = inhibition, actives largely listed as inhibitors | 1.2% of 390,000 active; note: potency is the fitted concentration of half-maximal effect; % is set by controls: 0 for no effect and ±100 for the full control effect
#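 Pol eta at 10 nM preincubated with compounds 15 min at room temperature; reaction started with fluorescent substrate (50 nM final) and read kinetically at 0 and 10 min.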
# Glioma ERSR ind = ER stress response induction in glioma; Potency, µM, for the others: at the highest dose activation, actives largely listed as activators; U87-MG GRP78 promoter luciferase reporter, 16 h; 0.02% of 420,000 active; note: potency is the fitted concentration of half-maximal effect; series mostly up to about 76 µM; % of control where 0% means no effect; nearly all actives have a fitted effect of over 35% in size
#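 ERSR induction read as luciferase luminescence (Bright-Glo, 10 min at room temperature) in stably transfected human U87-MG glioma cells exposed to compounds for 16 h, using GRP78 as sensor.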
# LDHA inh = blocks human lactate dehydrogenase A. P00338. purified LDHA, NADH/diaphorase-resazurin fluorescence; stronger effect = lower value. activity change, % (values are at about 110 or 230 µM). 0.15% of 480,000 active. AID 1347041; in the data active = activity change below about -30%; inconclusive = mostly about -25% to -30%;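 note: plate controls were DMSO wells for no effect and wells without enzyme for full effect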
#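 Resorufin fluorescence (ex540/em590), read at 0 and 20 min after diaphorase/resazurin addition, reports the NADH left after a 5 min room-temperature reaction of 2 nM human LDH5 with 0.06 mM NADH and 0.2 mM pyruvate.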
# Pol iota inh = DNA polymerase iota (human) inhibition | Q9UNA4 | Pol iota fluorescent replication assay, 10 min | Potency, µM (top dose mostly 115 µM), inactives show at the highest dose activity, negative = inhibition, most hits filed as inhibitors | 1% of 390,000 active | AID 588590; note: potency is the fitted concentration of half-maximal effect
# Target sequence (Q9UNA4 whole entry, looked up): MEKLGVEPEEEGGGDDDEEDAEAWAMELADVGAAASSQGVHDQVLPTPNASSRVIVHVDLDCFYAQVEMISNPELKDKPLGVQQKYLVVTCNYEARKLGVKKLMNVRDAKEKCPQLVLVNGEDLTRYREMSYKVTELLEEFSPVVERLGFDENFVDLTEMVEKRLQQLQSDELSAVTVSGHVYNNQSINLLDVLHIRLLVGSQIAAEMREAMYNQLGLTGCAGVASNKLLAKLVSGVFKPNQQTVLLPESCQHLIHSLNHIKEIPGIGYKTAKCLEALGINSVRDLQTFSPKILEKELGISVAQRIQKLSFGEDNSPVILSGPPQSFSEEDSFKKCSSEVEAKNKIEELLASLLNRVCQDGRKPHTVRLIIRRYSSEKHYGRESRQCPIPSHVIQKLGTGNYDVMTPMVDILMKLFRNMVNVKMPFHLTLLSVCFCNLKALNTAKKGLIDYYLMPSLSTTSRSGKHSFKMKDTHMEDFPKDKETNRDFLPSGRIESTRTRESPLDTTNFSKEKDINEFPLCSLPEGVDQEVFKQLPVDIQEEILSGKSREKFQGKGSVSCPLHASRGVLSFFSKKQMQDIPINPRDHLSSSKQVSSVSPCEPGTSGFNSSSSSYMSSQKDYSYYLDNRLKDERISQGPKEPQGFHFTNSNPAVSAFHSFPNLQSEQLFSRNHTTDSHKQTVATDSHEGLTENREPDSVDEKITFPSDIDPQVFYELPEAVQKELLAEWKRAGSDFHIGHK
#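 Pol iota at 10 nM preincubated 15 min with compounds at room temperature; reaction started with fluorescent substrate, 50 nM final. Fluorescence read kinetically at 0 and 10 min; buffer-only wells as negative control.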
# Pol kappa inh = DNA polymerase kappa (human) inhibition. 0.53% of 400,000 active. purified Pol kappa, fluorescent DNA synthesis assay, 10 min. Q9UBT6. Potency, µM (series often up to 107 µM), inactives show top-dose activity, negative = inhibition, usual class: inhibitors; note: potency is the fitted concentration of half-maximal effect; % is set by controls: 0 for no effect and ±100 for the full control effect
#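 First, compounds were pin-transferred onto 10 nM Pol kappa. After 15 min at room temperature, substrate was added to 50 nM final. Fluorescence was then measured kinetically at 0 and 10 min.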
# BLM helicase inh = blocks DNA unwinding by human BLM helicase. P54132. recombinant BLM DNA unwinding, fluorescence dequenching. Potency, µM (titrated, usually from 56.1 µM), for the others: top-dose activity change, negative = inhibition, actives largely listed as inhibitors. 0.2% of 350,000 active;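 note: potency is the fitted concentration of half-maximal effect; plate controls were vehicle for no effect and no enzyme for full effect; nearly all actives have a fitted effect of over 35% in size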
# Anesthetic bind = binds horse apoferritin like a general anesthetic. Potency, µM (doses to about 77.5 µM), for the others: at the highest dose activity change, negative = displacement, usual class: inhibitors. 0.074% of 350,000 active. AID 485281. apoferritin/1-aminoanthracene competitive binding, fluorescence; note: potency is the fitted concentration of half-maximal effect; % is set by controls: 0 for no effect and ±100 for the full control effect; nearly all actives have a fitted effect of over 20% in size
# Target sequence (P02791 2-175 limits assumed): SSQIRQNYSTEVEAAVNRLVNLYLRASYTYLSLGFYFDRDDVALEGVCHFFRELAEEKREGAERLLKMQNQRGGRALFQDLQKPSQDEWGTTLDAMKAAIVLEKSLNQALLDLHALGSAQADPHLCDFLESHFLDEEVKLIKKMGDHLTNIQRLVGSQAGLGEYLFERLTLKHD
#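 Horse-spleen apoferritin (10 uM) in 50% saturated 1-aminoanthracene in PBS was incubated 10 min at room temperature with compound. Fluorescence (ex 380, em 535 nm) was normalized to free and bound 1-AMA, with concentration-response fitted by a four-parameter Hill equation.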
# APE1 inh = inhibitors of human APE1 endonuclease. P27695. recombinant APE1, TAMRA/BHQ-2 abasic DNA cleavage fluorescence. 0.35% of 350,000 active. Potency, µM (highest dose often 65.8 µM), without a hit: top-dose activity change, negative = inhibition, actives largely listed as inhibitors;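 note: potency is the fitted concentration of half-maximal effect; plate controls were vehicle for no effect and reference inhibitor for full effect; nearly all actives have a fitted effect of over 55% in size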
#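 Compound pre-exposure to 0.75 nM APE1, 15 min at ambient temperature. Reaction initiated with 50 nM TAMRA/BHQ-2 THF substrate, read immediately in kinetic mode, 525 nm excitation, 598 nm emission.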
# The depositor's hits bear a star; u = inconclusive; x = no result given; & = joins results of further samples; [ ] = dose if it differs, or a comment. Unless noted, calls come from the whole dose curve; as a rule, active = well fitted curve in the direction sought with a large enough effect; inconclusive = small, poorly fitted or top-dose-only effect, or another doubt; inactive = no such curve, though single readings can be large; an effect the other way counts as inactive or inconclusive.
molecule | APE1 inh | Pol kappa inh | Pol eta inh | Pol iota inh | Anesthetic bind | LDHA inh | BLM helicase inh | Glioma ERSR ind | Pol beta inh
N/C(Cc1ccc(Cl)cc1)=N\OC(=O)c1ccccc1 | 4% | -12% | -1% | u | -19% | -5 | -2% | -3% | 3%
O=C(COc1ccc(/C=N/NC(=O)c2ccccc2Br)cc1)Nc1ccccc1 | 17% | 5% | -12% | 36%[activator] | -14% | -1 | -1% | 2% | u
Cc1cc(C)cc(C(=O)NCCCc2ccccc2)c1 | 8% | -5% | -22% | 0% | -13% | 0 | -9% | -2% | 33%[activator]
COc1ccc2c(c1)O/C(=C\c1ccco1)C2=O | u | -26% | -7% | 22% | -1% | -4 | 3% | 0% | u
COc1ccc2c(c1)c1c(c(=O)n(Cc3ccccc3)c(=O)n1Cc1ccc(C)cc1)n2C | x | -7% | -2% | 1% | 7% | -8 | -3% | -4% | 39%
COc1cc(C(=O)N/N=C(\C)c2ccccn2)cc(OC)c1OC | 37% | -4% | -4% | 115%[activator] | -12% | -3 | -9% | -2% | 28%
Cc1ccc(C(=O)NCc2ccncc2)cc1S(=O)(=O)N1CCOCC1 | -1% | -10% | -9% | 47%[activator] | -8% | 2 | 0% | -6% | 20%
Cc1cccc2sc(NC(=O)C3CCN(S(=O)(=O)c4cc([N+](=O)[O-])ccc4Cl)CC3)nc12 | 1% | 79µM* | 11µM* | 25µM* | 4% | 8 | -4% | -5% | u
CCCN(Cc1cc2ccc(C)cc2[nH]c1=O)C(=O)c1ccccn1 | -2% | -11% | -5% | -17% | -9% | 0 | 2% | -2% | 17%
COc1ccccc1NC(=O)CN(C)S(=O)(=O)c1cccc2cccnc12 | 54%[activator] | -8%&7% | 1%&-20% | 9%&-8% | -9%&-10% | -4&-7 | 1%&-2% | -7%&-3% | -20%&9%
O=C(Nc1ccccc1OC(F)(F)F)c1ccc([N+](=O)[O-])cc1 | 5% | 1% | -5% | -14% | -18% | -5 | -5% | -3% | -29%
CC12CCC(C(=O)N(CC3CO3)C1=O)C2(C)C (stereo unspecified) | 8% | -7% | -18% | 173%[activator] | u | -10 | -2% | 0% | 1%
COc1cc(NC(=O)c2cc(S(=O)(=O)N3CCCCC3)ccc2N2CCOCC2)cc(OC)c1OC | x | 6% | -16% | 26% | x | -4 | x | -2% | x
CC(=O)Oc1ccc2oc(C)c(C(=O)N3CCOCC3)c2c1 | u | 1% | -10% | 22% | -10% | -3 | 1% | -3% | 97%
Cn1cnc(S(=O)(=O)NCc2ccc(Br)cc2)c1 | 82%[activator] | 18% | -8% | 44%[activator] | -7% | -3 | -1% | -6% | -9%
COc1ccc2cc(C(=O)C3CCCN(C(=O)c4sc(C)nc4C)C3)ccc2c1 (stereo unspecified) | 11% | 3% | 3% | 0% | -2% | -6 | 2% | 3% | 22%
Cc1ccc(NC(=O)NCc2ccccn2)c(C)c1 | -7% | -5% | -18% | 42%[activator] | 2% | -4 | 3% | 8% | 44%
CCC(C(=O)OCC(=O)c1c(N)n(CC(C)C)c(=O)n(C)c1=O)c1ccccc1 (stereo unspecified) | 7% | -10% | -21% | 26% | x | 0 | x | 1% | x
Nc1nonc1-c1noc(-c2ccccc2Br)n1 | -2% | -4% | -18% | 12% | 5% | -6 | -6% | 6% | 3%
COc1ccc(Cl)cc1S(=O)(=O)N1CCC(C(=O)NCc2ccco2)CC1 | 2% | -8% | -9% | 13% | -9% | -5 | -2% | -3% | -3%
CCOc1ccc(NC(=O)CN(C)C(=O)C2CC(=O)N(Cc3ccco3)C2)cc1OCC (stereo unspecified) | 9% | -18% | 1% | 2% | x | -1 | x | -3% | x
Cc1nc(C)c(C(=O)C2=C(O)C(=O)N(CCCn3ccnc3)C2c2ccccc2)s1 (stereo unspecified) | 15% | -13% | -6% | 26% | 2% | 2 | 1% | 3% | 3%
CCC(C)N1CCN(S(=O)(=O)c2ccc(NC(C)=O)cc2)CC1 (stereo unspecified) | -2% | 13% | -15% | 19% | -4% | -5 | 0% | 0% | -1%
Cc1c(C(=O)O)sc(S(=O)(=O)N2CCN(C(=O)Cc3ccc(F)cc3)CC2)c1C(=O)O | 5% | -6% | u | -16% | x | -16 | x | -4% | x
CN1CCN(C(=O)CCC(=O)O)CC1 | 28% | -4% | u | 6% | 2% | -7 | 1% | -3% | 16%
O=C1NC(=S)CN1c1ccccc1 | 2% | -7% | 8% | u | -8% | -4 | -1% | -1% | 9%
O=C(COC(=O)COc1ccccc1[N+](=O)[O-])Nc1cccc(Br)c1 | -2% | -11% | -22% | 39%[activator] | -19% | -1 | 1% | 5% | 3%
O=c1[nH]cc(S(=O)(=O)N2CCN(c3cccc(Cl)c3)CC2)c(=O)[nH]1 | -8% | -2% | -14% | 63%[activator] | x | -6 | x | -5% | x
CSc1nc2sc3c(c2c(=O)n1-c1ccc(F)c(Cl)c1)CCN(C(C)=O)C3 | x | 4% | -16% | -18% | -3% | 5 | -3% | -2% | 8%
CC(C)C(c1nnnn1C(C)(C)C)N1CCC(Cc2ccccc2)CC1 (stereo unspecified) | 1% | -3% | u | 37%[activator] | -11% | 4 | -11% | -5% | -3%
CN(C(=O)c1ccco1)c1ccccc1C(=O)O | 28% | -4% | 0% | u | -4% | -4 | -1% | -2% | 0%
COc1ccc(-c2csc(NC(CO)c3nc4ccccc4n3Cc3ccc(C)cc3)n2)cc1 (stereo unspecified) | x | -14% | -10% | 14% | x | -1 | x | -3% | x
Cc1ccc(S(C)(=O)=O)cc1C(=O)NC(C)C1CC2CCC1C2 (stereo unspecified) | 17% | -4% | -13% | 26% | -3% | -5 | -3% | -4% | 13%
COc1nc(NCCN2CCOCC2)nc(Nc2ccccc2)n1 | -1% | -11% | -30% | 29% | 4% | 0 | 5% | 3% | -2%
Cc1cc(C)c2sc(C)[n+](CCCS(=O)(=O)[O-])c2c1 | 2% | -5% | -11% | 29% | -3% | -7 | -2% | -3% | 1%
Cc1cc(=O)n2[nH]c(N)c(N=Nc3ccccc3)c2n1 | 2% | -3% | -9% | -13% | -10% | 4 | -7% | 1% | 79%
O=C(CNC(=O)c1ccccc1F)OCc1csc(-c2ccccc2)n1 | u | 0% | -16% | 1% | u | -2 | -3% | 4% | 3%
Cc1ccc2oc(=O)c3cnn(CC(=O)NCc4ccccc4Cl)c3c2c1 | x | -3% | -15% | 7% | 4% | -11 | -10% | -3% | 15%
Cc1c(C(=O)NCCNc2ncc(C(F)(F)F)cc2Cl)cccc1[N+](=O)[O-] | 12% | -2% | -9% | 41%[activator] | 2% | -3 | 0% | -4% | -19%
Cc1ccc(CN2CC(C(=O)Nc3cccc(S(=O)(=O)N4CCCCC4)c3)CC2=O)cc1 (stereo unspecified) | -8% | -20% | u | -4% | u | -2 | -20% | -6% | u
COC(=O)C(=O)/C=C(\O)c1ccc(C)cc1 | -7% | -17% | -1% | 41%[activator] | -9% | 6 | -1% | -3% | 20%
Cc1ccc(S(=O)(=O)CC(=O)Nc2cccc(C)n2)cc1 | 5% | 11% | 2% | 38%[activator] | -2% | -6 | -6% | -6% | 39%
O=C(NCC(c1ccc(F)cc1)N1CCOCC1)c1cccnc1Sc1ccccc1Cl (stereo unspecified) | 13% | -9% | -28% | 34%[activator] | x | 4 | x | -3% | x
COc1ccccc1OCCNC(=O)/C=C/c1ccc([N+](=O)[O-])cc1 | 2% | -9% | -9% | 12% | -7% | -3 | 0% | -5% | 1%
CCOC(=O)C1=C(N)N2C(=O)C(C)SC2=C(C(=O)OCC)C1c1cc(OC)c(OC)c(OC)c1 (stereo unspecified) | 3% | -20% | -15% | 34%[activator] | -2% | 1 | -3% | -2% | 7%
CN(C)S(=O)(=O)n1cc(/C=C(\NC(=O)c2ccccc2Cl)C(=O)N2CCCC2)c2ccccc21 | -2% | 4% | -12% | 30%[activator] | -5% | 0 | 0% | -3% | 30%
O=C(CN1C(=O)c2cccc([N+](=O)[O-])c2C1=O)NNC(=O)c1ccc(F)cc1 | 16% | -5% | -14% | 0% | x | -3 | x | 3% | x
CCN(CC(O)Cn1c2ccccc2c2ccccc21)S(=O)(=O)c1ccc(C)cc1 (stereo unspecified) | -9% | -17% | -4% | 6% | 97%[activator] | 2 | -14% | 1% | -14%
Cc1ccc2oc(C(=O)Nc3nnc(CC(C)C)s3)c(C)c2c1 | 3% | -13% | -12% | -15% | -6% | -7 | -2% | 5% | 48%
Cc1nn(C(=O)c2cccc([N+](=O)[O-])c2)c(C)c1Cl | 16% | -2% | -22% | 26% | 7% | -8 | 1% | -5% | 5%
CCN1C[C@@H]2[C@@H]3C(=O)N(C)C(=O)[C@@H]3[C@](Cc3ccccc3)(C(=O)OC)N2C1=NCc1ccccc1 | x | -9% | -14% | 43%[activator] | x | -16 | x | -3% | x
O=C(Nc1ccccc1-c1nnn(CC(=O)N2CCN(c3ccccc3)CC2)n1)c1cccs1 | -2% | -7% | 7% | 6% | -4% | -2 | -1% | -3% | 13%
COc1ccc(/C=N\NC(=O)c2cc(O)c(O)c(O)c2)cc1CN1CCN(c2ccc(F)cc2)CC1 | u | u | u | -22% | u | 14 | -17% | -2% | u
Cc1cc(C(=O)NC(Cc2c[nH]c3ccccc23)C(=O)O)c(C)o1 (stereo unspecified) | 10% | -13% | -7% | 132%[activator] | 1% | -4 | 1% | 2% | -1%
CN(c1nc2nonc2nc1NC1CC1)C1CCOC1 (stereo unspecified) | u | 3% | -11% | -13% | -16% | -2 | -10% | -3% | -13%
COC(=O)c1ccc(NC(=O)CSc2nc(C)cc(=O)[nH]2)cc1 | 0% | 1% | -15% | 20% | -2% | -1 | 0% | -1% | 6%

# Reformatted with values under each structure: entries from further up
# Order of values – APE1 inh, Pol kappa inh, Pol eta inh, Pol iota inh, Anesthetic bind, LDHA inh, BLM helicase inh, Glioma ERSR ind, Pol beta inh
COC(=O)C(=O)/C=C(\O)c1ccc(C)cc1
  -7%, -17%, -1%, 41%[activator], -9%, 6, -1%, -3%, 20%
Cc1ccc(S(=O)(=O)CC(=O)Nc2cccc(C)n2)cc1
  5%, 11%, 2%, 38%[activator], -2%, -6, -6%, -6%, 39%

# These rows are one share of the data. The share of hits here may be higher or lower than overall.
